Source: PubChem
FN deposition inh: fibronectin deposition inhibition; AH1F fibroblasts, Alexa488-fibronectin deposition fluorescence, overnight; inhibition, % at 12.6 µM; hit rate 0.086% among 350,000; AID 743247;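 active means mean inhibition across replicates of 30% or more, regardless of how many single replicates reach that level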;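 further: positive control wells lacked labelled fibronectin entirely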
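Test system: AH1F fibroblast monolayer depositing Alexa488-labelled fibronectin into matrix. Input: 10000 cells per well. Technique: fluorescence, ex 485 nm, em 525 nm. Buffer or medium: DMEM plus 2% serum, read in PBS. Timing: 1 h cell adhesion before compound, then overnight fibronectin incubation. Compound: single dose, pinned. Read-out basis: inhibition from reduced deposited-fibronectin fluorescence.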
PglD inh: PglD (C. jejuni) enzyme inhibition; purified PglD enzyme, DTNB colorimetric CoA detection; inhibition, % at 12.5 µM; hit rate 0.098% among 360,000; in the data active means inhibition above about 16%, passing the limit was not always enough; further: strong numbers were not always called active
CFTR F508del cor: correctors of CFTR F508del function in bronchial epithelial cells. AID 720511. CFBE cells, YFP halide quenching; stimulated with forskolin plus potentiator P3; % fluorescence drop versus neutral controls. hit rate 0.36% among 350,000. activity (quench increase), % at 7.58 µM;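 active means mean added fluorescence quench of at least 8% versus neutral control, with both replicates also reaching 8%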;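 further: cells transiently co-express mutant CFTR-F508del with the halide-sensitive YFP; corrector assay measuring rescue of mutant channel to the surface after 24 h compound exposure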
INS-1E GSIS act: primary screen for activators of insulin secretion dependent on glucose, INS-1E cells, GLuc reporter luminescence | INS-1E GLuc reporter insulin secretion, 2-3 h | activation, % at 16.6 µM | hit rate 0.61% among 370,000;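 active means lowest replicate activation of at least 40%, so every replicate reaches that level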;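 further: 0% = median of neutral control wells and 100% = median of IBMX positive control wells; some compounds called inactive have numbers as strong as hits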
Cneo AK release: causes C. neoformans cell lysis; adenylate kinase release luminescence, 4 h; normalised: neutral wells 0, clomiphene wells 100; lysis activity, % at 15 µM; hit rate 0.2% among 360,000; AID 651654;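 active means mean lysis activity across replicates of at least 80%, whatever share of replicates individually reach that level; inactive means mean lysis activity below 80%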
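Assay system: C. neoformans cells. Amount: yeast cell density of 5 × 10^6 cells/mL. Technique: AK luminescence. Buffer or medium: YPD. Times: static 4 h at 37 °C with compound, 1 h detection. Dosing: single-point compound dose. Read-out: lysis from increased AK signal.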
Statin myotox sup: suppressors of simvastatin-induced myotoxicity in C2C12 myotubes | ATP luminescence, 48 h; scaled: DMSO 0, geranylgeraniol control 100 | rescue of ATP level, % at 7.49 µM | hit rate 0.78% among 330,000 | AID 602340;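 active means mean ATP rescue above about 67%, or every replicate alone reaching that limit, limit read from the data, passing the limit was not always enough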;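 further: myotubes were challenged with 10 µM simvastatin during compound exposure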
PGC1a acetyl inh: lowers PGC1a acetylation signal in U2OS cells. AID 651687. hit rate 0.17% among 350,000. AlphaScreen anti-acetyl-lysine; with virally co-expressed GCN5 acetyltransferase. inhibition, % at 15.6 µM;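 active means every replicate shows inhibition of at least 40%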;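 further: 0% = neutral control wells and 100% = positive control wells; some results beyond the cut were filed as inactive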
miR122 inh: inhibitors of miR-122 in Huh7 cells | Huh7 miR-122 Renilla luciferase sensor, 48 h; neutral wells = 0, positive control = 100 | hit rate 0.3% among 340,000 | activation (reporter increase), % at 12.5 µM;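 active means mean replicate activation score at least 90 and every replicate individually at or above 90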;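 further: higher luciferase means less miR-122 activity so hits act as miR-122 inhibitors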
Active calls of the source: *; nt = no result given; [ ] = remark or other dose.

no.	Molecule	FN deposition inh	PglD inh	CFTR F508del cor	INS-1E GSIS act
1	CCCCn1c(CCNC(=O)CC)nc2ccccc21	8	1	0.0	-10
2	COc1cccc(CNC(=O)[C@H]2[C@H](CO)[C@H]3Cn4c(cccc4=O)[C@@H]2N3C(=O)C2CC2)c1	nt	1	-0.8	6
3	CC(=O)c1ccc(N2CCN(C(=O)c3cccs3)C(C)C2)c(F)c1 (stereo unspecified)	-7	-2	0.2	-13
4	COc1ccc(NC(=O)N(C)C[C@@H]2Oc3ccc(NC(=O)CCCN(C)C)cc3C(=O)N([C@H](C)CO)C[C@H]2C)cc1	nt	-2	0.1	-7
5	C[C@@H]1CN([C@@H](C)CO)S(=O)(=O)c2ccc(C#CCN(C)C)cc2O[C@H]1CN(C)C(=O)CN(C)C	nt	-1	-0.7	13
6	CCOC(=O)c1c(C)nc2sc(C(=O)Nc3ccccc3)c(N)c2c1-c1ccc(OC)cc1	nt	-3	nt	nt
7	COc1ccc(-c2cc(C(F)(F)F)c(C#N)c(SCC(=O)Nc3ccc(C)cc3)n2)cc1	nt	0	nt	nt
8	CC(=O)N(C)C[C@@H]1Oc2cc(C#Cc3ccc(F)cc3)ccc2S(=O)(=O)N([C@@H](C)CO)C[C@H]1C	nt	9	3.8	-21
9	Cc1ccccc1NC(=O)c1ccccn1	-1	nt	1.7	22
10	O=S(=O)(c1ccccc1F)N1CC[C@@H]2[C@H](CO)Nc3ccc(-c4cccc(F)c4)cc3[C@@H]21	20	-2	-1.1	5

no.	Cneo AK release	Statin myotox sup	PGC1a acetyl inh	miR122 inh
1	-1	-4	nt	nt
2	0	14	nt	6[16.7 µM]
3	2	-25	5	-9
4	0	-10	2	-5[16.7 µM]
5	-4	6	0	1[16.7 µM]
6	5	-75	-9	7
7	-1	10	11	0
8	8	24	-20	26[16.7 µM]
9	nt	nt	11	nt
10	-5	-42	1	1[16.7 µM]

(further entries)
no.	Molecule	FN deposition inh	PglD inh	CFTR F508del cor	INS-1E GSIS act
11	CN1c2ccc(-c3ccccc3)cc2[C@H]2[C@H](CCN2C(=O)CN2CCOCC2)[C@@H]1CO	-13	-2	-3.5	-7
12	CN(CC(=O)NCc1ccco1)CC(=O)Nc1c(Cl)cccc1Cl	3	4	-3.1	nt
13	CC(C)C#Cc1ccc2c(c1)O[C@@H](CN(C)CC1CCOCC1)[C@@H](C)CN([C@@H](C)CO)S2(=O)=O	-4	-5	1.2	-1
14	CC(C)(C)c1ccc(S(=O)(=O)N2CCCCC2)cc1	19	7	nt	-18
15	COc1cccc(CN2C(=O)C(C)Oc3ccccc32)c1 (stereo unspecified)	3	-2	-1.2	-12
16	COc1ccc(CCNC(=O)COc2ccc(N(C)S(=O)(=O)c3ccc(Cl)cc3)cc2)cc1	13	nt	-2.0	-10
17	CCOc1ccc(-c2noc(-c3csc([C@@H]4C[C@H](O)[C@@H](CO)O4)n3)n2)cc1	-3	2	1.2	-5
18	CCOC(=O)c1cc2c(c(-c3cccc(-c4cccc(OC)c4)c3)n1)[C@@H](CCO)N(S(=O)C(C)(C)C)C2 (stereo partly specified)	2	1	-3.8	-3
19	CC(=O)CCc1ccc(OCCCCN2CCC(Cc3ccccc3)CC2)cc1	4	0	-2.8	6
20	CCCNC(=O)N(C)C[C@H]1Oc2cc(C#CCN(C)C)ccc2S(=O)(=O)N([C@@H](C)CO)C[C@H]1C	-3	-1	-0.9	22

no.	Cneo AK release	Statin myotox sup	PGC1a acetyl inh	miR122 inh
11	1	4	-9	1[16.7 µM]
12	2	6	nt	nt
13	51	7	6	-7[16.7 µM]
14	-3	-6	-32	6
15	0	8	-15	nt
16	nt	nt	-9	0
17	-6	3	4	2
18	-8	nt	13	nt
19	-1	-10	-8	-3
20	0	1	3	3[16.7 µM]

More compounds follow.
no.	Molecule	FN deposition inh	PglD inh	CFTR F508del cor	INS-1E GSIS act
21	O=C(c1cc2ccc([N+](=O)[O-])cc2oc1=O)N1CCOCC1	3	0	-2.4	2
22	Cc1noc(C)c1NC(=O)N(C)C[C@@H]1OCCCC[C@@H](C)Oc2ccc(NS(=O)(=O)c3ccc(F)cc3)cc2C(=O)N([C@H](C)CO)C[C@@H]1C	-5	-2	-0.5	13
23	Nc1nnnn1CC(=O)N/N=C/C=C/c1ccccc1	-10	3	-0.1	4
24	O=C(Nc1ccc(F)cc1)c1ccc(Br)c(S(=O)(=O)N2CCOCC2)c1	11	1	2.3	3
25	N=c1c(S(=O)(=O)c2ccc(Cl)cc2)cc2c(=O)n3ccccc3nc2n1Cc1cccnc1	nt	8	nt	nt
26	Cc1[nH]c2ccccc2c1C(=O)CSc1cccc[n+]1[O-]	9	5	2.0	25
27	COc1c(N2CCN(C(=S)Nc3ccc(F)cc3)C(C)C2)c(F)cc2c(=O)c(C(=O)O)cn(C3CC3)c12 (stereo unspecified)	nt	1	nt	nt
28	CNC[C@H]1Oc2ccc(NC(=O)Cc3cn(C)c4ccccc34)cc2CC(=O)N([C@@H](C)CO)C[C@@H]1C	nt	1	-3.7	17
29	O=C1CC(=O)N2CCSC2=N1	6	-1	1.0	14
30	CCCOc1ccc(S(=O)(=O)N2CCN(C)CC2)c2ccccc12	13	9	4.1	-10

no.	Cneo AK release	Statin myotox sup	PGC1a acetyl inh	miR122 inh
21	1	1	20	0
22	-2	19	nt	11[16.7 µM]
23	22	nt	-9	-3
24	-1	-10	-2	-1
25	0	-9	nt	1
26	1	-6	-9	13
27	-18	9	-2	-2
28	4	-6	10	-2[16.7 µM]
29	1	4	9	-13
30	-3	-48	-14	8

(further entries)
no.	Molecule	FN deposition inh	PglD inh	CFTR F508del cor	INS-1E GSIS act
31	C=CCOc1ccc(-c2nc3c(c(=O)[nH]c(=O)n3CCCC)n2C)cc1OC	14	2	0.6	4
32	O=C(CCc1nnc2ccc(N3CCCC3)nn12)Nc1ccc(F)cc1F	0	-1	-2.3	-3
33	C[C@H](CO)N1C[C@H](C)[C@H](CN(C)C(=O)Nc2ccccc2)Oc2c(NC(=O)c3nc4ccccc4s3)cccc2C1=O	nt	6	1.9	-23
34	O=S(=O)(c1ccc(Br)cc1)N1CCCc2ccccc21	-12	-3	11*	-29
35	CCn1c(CCCNC(=O)c2ccc(F)cc2)nc2ccccc21	-3	2	-0.3	-3
36	CCOc1ccc(Cc2c(O)nc(SC)[nH]c2=O)cc1	-2	5	0.8	2
37	CO[C@H]1CN(C)C(=O)c2ccc(NC(=O)C3CCCCC3)cc2OC[C@H](C)N(Cc2cccnc2)C[C@@H]1C	-7	nt	1.1	-15
38	Cc1nn(-c2nc3ccccc3[nH]2)c(N)c1-c1ccccc1	-5	8	nt	nt
39	CCN(CCO)Cc1csc2ccc(Br)cc12	nt	-3	nt	nt
40	CCCNC(=O)N1C[C@@H]2[C@H](c3ccccc31)[C@H](CO)N2C(=O)CN1CCOCC1	-1	2	-3.2	-1

no.	Cneo AK release	Statin myotox sup	PGC1a acetyl inh	miR122 inh
31	0	-11	4	-1
32	-1	-13	nt	2
33	5	-18	7	1[16.7 µM]
34	-6	-3	nt	7
35	0	2	nt	3
36	0	-2	nt	-2
37	nt	nt	11	nt
38	-7	nt	-5	9
39	-1	nt	1	-8
40	-2	26	9	-21[16.7 µM]

Profiles as entered above. Order of screens: FN deposition inh | PglD inh | CFTR F508del cor | INS-1E GSIS act | Cneo AK release | Statin myotox sup | PGC1a acetyl inh | miR122 inh
CO[C@H]1CN(C)C(=O)c2ccc(NC(=O)C3CCCCC3)cc2OC[C@H](C)N(Cc2cccnc2)C[C@@H]1C as listed: -7 | nt | 1.1 | -15 | nt | nt | 11 | nt
CCCCn1c(CCNC(=O)CC)nc2ccccc21 as listed: 8 | 1 | 0.0 | -10 | -1 | -4 | nt | nt

Part of the list above, limited to miR122 inh and CFTR F508del cor:
cpd | Molecule | miR122 inh | CFTR F508del cor
34 | O=S(=O)(c1ccc(Br)cc1)N1CCCc2ccccc21 | 7 | 11*
35 | CCn1c(CCCNC(=O)c2ccc(F)cc2)nc2ccccc21 | 3 | -0.3
36 | CCOc1ccc(Cc2c(O)nc(SC)[nH]c2=O)cc1 | -2 | 0.8
37 | CO[C@H]1CN(C)C(=O)c2ccc(NC(=O)C3CCCCC3)cc2OC[C@H](C)N(Cc2cccnc2)C[C@@H]1C | nt | 1.1

Following part:
no.	Molecule	FN deposition inh	PglD inh	CFTR F508del cor	INS-1E GSIS act
41	CCOc1ccc(CC(=O)Nc2sc(Cc3ccccc3)c(C)c2C(N)=O)cc1OCC	10	-8	nt	nt
42	CC(C)NC(=O)Nc1ccc2c(c1)C(=O)N([C@H](C)CO)C[C@@H](C)[C@@H](CN(C)S(=O)(=O)c1cccs1)O2	-18	nt	1.9	-1
43	O=C(CCc1ccccc1)c1nnc(-c2ccccc2)o1	-18	nt	-0.2	-4
44	CCN1CCSc2ccc(C(=O)NCc3cc(Br)ccc3OC)cc21	8	-7	1.1	nt
45	Cc1c(OC(C)C(=O)NCC2CCC(C(=O)O)CC2)ccc2c3c(c(=O)oc12)CCCC3 (stereo unspecified)	7	1	-1.6	8
46	COc1ccc2c(c1)C1(C)CC(C)(C)N2C(=O)N1c1ccccc1 (stereo unspecified)	nt	0	nt	nt
47	CCN1CCN(c2ccccc2NC(=O)C(C)Oc2ccc(C(C)=O)cc2)CC1 (stereo unspecified)	-8	-1	1.2	nt
48	Cc1cc(NC(=O)COc2cccc([N+](=O)[O-])c2)no1	2	-4	2.0	2
49	CCCNC(=O)N1[C@H](CO)[C@@H](c2ccc(C3=CCCC3)cc2)[C@@H]1CNC(=O)CC	0	-3	-2.6	12
50	Nc1ncnc(NNC(=O)CNC(=O)c2c(F)cccc2Cl)c1[N+](=O)[O-]	3	nt	-3.4	7

no.	Cneo AK release	Statin myotox sup	PGC1a acetyl inh	miR122 inh
41	0	-12	nt	12
42	nt	nt	-7	9[16.7 µM]
43	nt	nt	17	4
44	1	13	nt	nt
45	4	95*	-4	-3
46	0	nt	2	-1
47	3	0	-5	-12
48	0	nt	7	5
49	-2	31	-3	-21[16.7 µM]
50	nt	nt	2	nt

Following part.
no.	Molecule	FN deposition inh	PglD inh	CFTR F508del cor	INS-1E GSIS act
51	COc1ccc(C(=O)OCC(=O)Nc2ccc(F)c(F)c2)cc1OC	nt	-9	nt	nt
52	CC1CCC(NC(=O)Cn2c(=O)oc3cc(S(=O)(=O)N4CCCC4)ccc32)CC1 (stereo unspecified)	-1	-1	-2.6	-8
53	CN1CCc2c(n(CC(O)CN3CCN(CCO)CC3)c3ccccc23)C1=O (stereo unspecified)	4	nt	-1.0	-20
54	O=c1nc(/C=C/c2cc([N+](=O)[O-])ccc2Cl)cc(C(F)(F)F)[nH]1	-4	2	nt	nt
55	CC(C)NC(=O)N(C)C[C@@H]1Oc2c(NC(=O)c3cnccn3)cccc2C(=O)N([C@H](C)CO)C[C@H]1C	nt	-1	-0.6	16
56	CC(C)(C)CC(=O)Nc1ccc(S(=O)(=O)N2CCCC2)cc1	-6	3	-1.1	1
57	Cc1ccc2c(C)c(C(=O)N(Cc3ccc(N(C)C)cc3)C3CCS(=O)(=O)C3)oc2c1 (stereo unspecified)	16	-4	-0.6	nt
58	Cc1ccc(S(=O)(=O)Nc2ccc3c(c2)C(=O)N([C@@H](C)CO)C[C@@H](C)[C@@H](CN(C)S(=O)(=O)c2ccc(Cl)cc2)OCCCC[C@@H](C)O3)cc1	-4	5	1.3	8

no.	Cneo AK release	Statin myotox sup	PGC1a acetyl inh	miR122 inh
51	2	-1	13	6
52	0	4	15	0
53	nt	-3	nt	0
54	-1	21	-1	-26
55	-2	-14	-4	-1[16.7 µM]
56	1	-37	1	-5
57	-4	-12	-13	3
58	0	nt	-10	-20[16.7 µM]
